Rab9 prom act – Rab9 promoter activation; Huh7 Rab9 promoter-luciferase reporter, luminescence, 24 h; Potency, µM (series often up to 9.22 µM), for the others: top-dose activation, negative = inhibition, actives largely listed as activators; 2.8% of 320,000 active; also: % of control where 0% means no effect; nearly all actives have a fitted effect of over 60% in size
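Luciferase signal after 10 min detection reagent at ambient indicates Rab9 promoter upregulation; stably transfected Huh7 cells were treated 24 h with compound in DMSO at 37 °C, 5% CO2.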
p53 reactivator – restores transcriptional activity of mutant p53; 0.063% of 320,000 active; AID 504706; H1299 p53-A138V BP100-luciferase reporter, luminescence, 24 h; Potency, µM (titrated, usually from 92.2 µM), without a hit: top-dose activity change, positive = activation, hits mostly activators; also: % of control where 0% means no effect; nearly all actives have a fitted effect of over 45% in size
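p53-null H1299 cells stably carrying temperature-sensitive p53-A138V and a BP100-luciferase reporter were pinned with compounds (4-point, 1:5 series) and held 24 hrs at 37 deg C. Luminescence was read 10 min after detection reagent.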
RORgamma inh – inhibitors of mouse ROR gamma transcriptional activity; Drosophila S2 Gal4-RORgamma UAS-luciferase reporter, 20 h; 5.4% of 310,000 active; AID 2551; Potency, µM (highest dose often 53.6 µM), for the others: at the highest dose activity change, negative = inhibition, usual class: inhibitors; P51450; also: % is scaled to controls: 0 for no effect and ±100 for the full control effect; nearly all actives have a fitted effect of over 60% in size
Target sequence (P51450 whole entry, looked up, the tested form may be a part): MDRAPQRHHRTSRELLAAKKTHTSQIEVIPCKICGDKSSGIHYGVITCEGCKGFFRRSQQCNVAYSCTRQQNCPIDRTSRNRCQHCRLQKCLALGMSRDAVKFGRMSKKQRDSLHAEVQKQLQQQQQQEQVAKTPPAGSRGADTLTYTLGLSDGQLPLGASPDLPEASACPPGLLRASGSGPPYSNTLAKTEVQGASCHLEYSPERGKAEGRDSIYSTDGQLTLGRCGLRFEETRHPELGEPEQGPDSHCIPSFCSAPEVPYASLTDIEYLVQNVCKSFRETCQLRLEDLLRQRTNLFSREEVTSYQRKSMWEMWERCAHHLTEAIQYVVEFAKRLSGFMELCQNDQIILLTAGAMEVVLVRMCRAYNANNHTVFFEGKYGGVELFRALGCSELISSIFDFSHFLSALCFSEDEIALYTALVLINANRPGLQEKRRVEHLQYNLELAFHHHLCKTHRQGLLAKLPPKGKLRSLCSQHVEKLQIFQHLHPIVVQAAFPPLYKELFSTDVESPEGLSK
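Drosophila S2 cells stably expressing Gal4-DBD/mouse RORγ fusion under metallothionein promoter plus UAS-luciferase; compound 1 h, then 700 uM CuSO4 induction for 20 h at ambient temperature; inhibition read as reduced luminescence.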
ELG1 genotoxic – inducers of genotoxicity in HEK293T ELG1-luciferase cells. HEK293T ELG1-luciferase reporter, luminescence, 16 h. 1.3% of 330,000 active. Potency, µM (highest dose often 46 µM), for the others: top-dose activity change, positive = activation, actives largely listed as activators; also: % of control where 0% means no effect; nearly all actives have a fitted effect of over 60% in size
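Luminescence read-out: rising ELG1-luciferase signal, reflecting elevated ELG1 protein under genetic stress, flags genotoxic compounds. Cells were treated for 16 hr at 37 °C before ONE-Glo detection.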
MBNL1-CUG inh – blocks human MBNL1 binding to CUG repeat RNA; Q9NR56; TR-FRET MBNL1-His/biotin-(CUG)12 binding, 665/545 ratio; Potency, µM (series often up to 57.5 µM), for inactives: at the top dose activity change, negative = inhibition, usual class: inhibitors; 0.036% of 280,000 active; active = well fitted inhibition curve with a large enough effect in the signal ratio, with a control signal flat, not every such curve was filed as active; inconclusive = small, poorly fitted or top-dose-only effect, or effect the other way, or a change in a side signal; inactive = no such curve, though single readings can be large or run the other way; the % refers to the signal ratio; also: % is scaled to controls: 0 for no effect and ±100 for the full control effect
Target sequence (Q9NR56 whole entry, looked up): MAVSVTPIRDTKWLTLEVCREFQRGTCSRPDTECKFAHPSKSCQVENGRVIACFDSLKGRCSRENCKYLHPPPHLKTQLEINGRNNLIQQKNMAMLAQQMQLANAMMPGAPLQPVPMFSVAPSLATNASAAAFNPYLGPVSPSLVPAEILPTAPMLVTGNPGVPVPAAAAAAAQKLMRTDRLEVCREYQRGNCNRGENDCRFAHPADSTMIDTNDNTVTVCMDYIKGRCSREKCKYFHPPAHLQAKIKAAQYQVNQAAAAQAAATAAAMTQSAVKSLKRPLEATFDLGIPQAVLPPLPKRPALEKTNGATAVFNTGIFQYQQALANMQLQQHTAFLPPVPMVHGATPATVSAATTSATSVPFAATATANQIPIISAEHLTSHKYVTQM
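TR-FRET between His-tagged MBNL1 and biotin-(CUG)12 RNA, detected with Tb anti-His antibody (0.055 ng/ul) and streptavidin-XL665 (5 nM), 60 min at room temperature. Compounds titrated 92 nM to 58 uM; 665/545 nm ratio normalized to buffer and complex controls.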
BRCA1 expr up – increases BRCA1 expression; MCF7-BRCA1-FFLuc reporter, luminescence, 48 h; response scale: scaled: vehicle 0%, 10 µM genistein 100%; Potency, µM (series often up to 46.1 µM), for the others: at the top dose activation, actives largely listed as activators; 1.1% of 380,000 active; AID 624202; also: nearly all actives have a fitted effect of over 80% in size; some results filed as inactive show a strong effect at the top dose
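MCF7 cells carrying a BRCA1-firefly luciferase reporter (2000 cells/well, phenol-red free MEM) were attached for 2 h at 37 °C, then given compounds for 48 h. Luminescence was read 15 min after luciferase reagent; activity normalized to genistein (10 microM) and DMSO.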
Gal4-VP16 FLuc – inhibits Gal4-VP16 luciferase reporter, ROR gamma counter-screen; Potency, µM (top dose mostly 53.6 µM), inactives show at the highest dose activity, negative = inhibition, most hits filed as inhibitors; 3.5% of 310,000 active; AID 2546; Drosophila S2 Gal4-VP16 UAS-luciferase, luminescence, 20 h;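 also: Gal4-VP16 expression switched on by copper sulfate through the metallothionein promoter; % is scaled to controls: 0 for no effect and ±100 for the full control effect; nearly all actives have a fitted effect of over 50% in size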
uPA surface inh – blocks generation of uPA at the cell surface | cell surface uPA generation assay, qHTS | Potency, µM (top dose mostly 38.3 µM), inactives show top-dose activity change, negative = inhibition, hits mostly inhibitors | 0.31% of 330,000 active | AID 540303; active = well fitted inhibition curve with a large enough effect; inconclusive = small, poorly fitted or top-dose-only effect; inactive = no such curve, though single readings can be large or run the other way; tested in mouse RAW 264.7 cells; also: % is scaled to controls: 0 for no effect and ±100 for the full control effect; nearly all actives have a fitted effect of over 55% in size
NPC1 prom act – activators of NPC1 promoter; Huh7 NPC1 promoter luciferase reporter, 24 h; Potency, µM (series often up to 9.22 µM), inactives show top-dose activation, actives largely listed as activators; 2.4% of 320,000 active; AID 485313;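 also: % of control where 0% means no effect; nearly all actives have a fitted effect of over 60% in size; reporter is driven by a mutant NPC1 promoter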
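Stably transfected Huh7 (NPC1 promoter→luciferase), 1500 cells/well in Opti-MEM + 10% FBS, 2 h settle, then compound 24 h at 37 °C. Luminescence after 10 min with Amplite reagent.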
FLuc modulator – counter-screen for miR-21 project: firefly luciferase inhibitors or activators. P08659. purified FLuc, Km substrates, luminescence inhibition. Potency, µM (series often up to 57.5 µM), inactives show at the top dose activity change, negative = inhibition, hits mostly inhibitors. 6.9% of 360,000 active;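 also: plate controls were vehicle for no effect and reference inhibitor for full effect; nearly all actives have a fitted effect of over 55% in size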
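Biochemical qHTS of compounds, final roughly 60 µM downward over six points, against 10 nM purified firefly luciferase using Km concentrations of substrates (10 uM D-luciferin, 10 uM ATP) in Tris acetate pH 7.5 buffer; luminescence output.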
Numbers without * were called inactive; ? = inconclusive; nt = no result given; & = joins results of further samples; [ ] = dose if it differs, or a comment. Unless noted, calls follow the shape of the dose curve; as a rule, active = well fitted curve in the direction sought with a large enough effect; inconclusive = small, poorly fitted or top-dose-only effect, or another doubt; inactive = no such curve, though single readings can be large; an effect the other way counts as inactive or inconclusive. Potency is read from the fitted curve at half-maximal effect.

SMILES	Rab9 prom act	p53 reactivator	RORgamma inh	ELG1 genotoxic	MBNL1-CUG inh	BRCA1 expr up	Gal4-VP16 FLuc	uPA surface inh	NPC1 prom act	FLuc modulator
O=C1N(c2ccc(Cl)cc2)C(c2cccnc2)N2CCCN12 (centres undefined)	19.8%	13.3%	4.1%	9.0%	1.9%	87.7%	23.9%	-3.7%	8.1%	-12.5%
COCCCn1c(N)c(C(=O)Nc2sc3c(c2C(=O)OC)CCCC3)c2nc3ccccc3nc21	1.3%	7.6%	-8.4%	1.0%	-0.1%	-2.4%	-5.5%	6.7%	-2.1%	0.8%
CCOP(=O)(OCC)C(c1ccccc1)N(C)C=O (centres undefined)	-0.3%	-3.0%	-18.0%	2.8%	-2.4%	0.3%	-5.0%	2.1%	3.1%	6.4%
Cc1ccc(NC(=S)NCCc2cnc[nH]2)cc1C	1.3%	-5.0%	0.7%	0.6%	6.4%	-43.6%	-6.4%	3.0%	3.0%	-1.7%
Nc1c(C(=O)OCc2ccccc2)c2nc3ccccc3nc2n1Cc1cccs1	-4.9%	3.7%	?	-9.4%	5.4%	-47.0%	-9.3%	nt	-0.5%	0.4%
Cc1ccc2c(c1)C1C[N+](C)(CC(=O)c3ccc(Cl)cc3Cl)CCC1N2C(=O)c1ccc(F)cc1 (centres undefined)	nt	23.0%	nt	8.1%	nt	-0.8%	nt	-25.9%	nt	nt
C=CCc1ccc(OC(=O)NC2CCCCC2)c(OC)c1	3.55µM*	13.5%	8.5%	?	0.1%	?	9.2%	-1.3%	?	10.7µM*
CCCCn1c(O)c(C(C)=NCCN2CCOCC2)c(=O)[nH]c1=O	-7.6%	3.8%	6.5%	-3.7%	-5.2%	5.4%	8.0%	nt	-0.2%	1.4%
O=C(COC(=O)Cc1ccccc1)Nc1ccc(SC(F)F)cc1	-4.7%	-3.3%	16.3%	3.2%	-13.6%	13.4%	-4.2%	6.0%	-5.8%	19µM*
CCOc1cc2c(cc1OCC)-n1cccc1C(c1ccccc1F)NC2 (centres undefined)	-1.1%	-6.7%	-7.9%	-1.8%	-4.9%	-30.0%	1.8%	-12.7%	1.9%	-1.7%
Cc1ccc2c(c1)C1CN(C)CCC1N2C(=O)CCCN1C(=O)c2cccc3cccc(c23)C1=O (centres undefined)	10.1%	-6.7%	4.7%	1.6%	nt	-26.8%	-0.6%	-2.2%	0.3%	2.9%
CCOC(=O)c1c(/N=C/c2c(O)n(-c3ccccc3F)c(=S)[nH]c2=O)sc2c1CCCC2	-0.4%	9.2%	2.6%	-8.0%	3.3%	-8.1%	-6.0%	0.2%	-0.9%	-0.4%
Cc1cccc2c(CCN)c[nH]c12	-1.5%	12.1%	-3.7%	3.9%	4.3%	-15.8%	7.6%	2.0%	-4.9%	-0.3%
Cc1ccc(C(=O)C2CN3CCC2CC3)cc1 (centres undefined)	0.0%	11.8%	4.8%[0.365 µM]	1.7%	-8.9%	-11.1%	nt	0.0%	-3.4%	10.5%
O=[N+]([O-])/C=C1/NCCN1Cc1ccc(Cl)nc1	-1.0%	0.6%	1.7%	0.3%	-0.6%	-11.1%	-11.1%	5.1%	-1.4%	0.0%
CC(C)C(=O)Nc1nnc(CCN(CCc2nnc(NC(=O)C(C)C)s2)[N+](=O)[O-])s1	-2.7%	-2.2%	-0.8%	-2.7%	nt	4.1%	-1.5%	14.3%	-1.2%	-0.1%
CCN(CC(=O)Nc1ccc(C#N)c(Cl)c1)CC(=O)NC(C)(C)C	-10.9%	0.0%	11.0%	-0.6%	0.7%	-22.1%	3.3%[10 µM]	22.2%	-3.0%	-0.1%
Cn1c(O)c(C=NCCCC(=O)O)c(=O)n(C)c1=O	3.3%	-1.2%	11.3%	1.1%	-4.9%	3.7%	-2.0%	3.9%	-2.2%	2.2%
CCCS(=O)(=O)N1CCCC(C(=O)N2CCC3(CC2)OCCO3)C1 (centres undefined)	3.3%	-10.9%	-4.5%	3.3%	0.5%	8.1%	3.1%	3.1%	-6.8%	0.2%
CCOC(=O)c1cccc(-[n+]2c(-c3ccccc3)cc(-c3ccccc3)cc2-c2ccccc2)c1	-6.2%	-6.8%	nt	-11.1%	nt	-66.3%	nt	?	-6.5%	1.6%
CCOC(=O)C1(CCc2ccccc2)CCN(Cc2csc(C(C)=O)c2)CC1	-3.2%	-2.3%	-23.2%	-9.0%	-0.6%	-72.2%	-28.0%	-3.0%	0.4%	0.4%
Cc1ccccc1CCNCc1ccc(Br)cc1	-3.7%	-5.6%	2.2%	-5.9%	nt	0.5%	2.2%	-3.4%	0.2%	2.7%
Cc1nn(Cc2ccc(Cl)cc2Cl)c(Cl)c1C(=O)NC1CCCc2ccccc21 (centres undefined)	-0.2%	13.3%	0.7%	-10.8%	-11.5%	-51.7%	-31.0%	1.6%	0.6%	0.5%
C/C=C/CC#N	-4.9%	2.7%	-3.2%	2.5%	nt	7.5%	-2.9%	1.2%	0.8%	0.8%
C/C(=N\N1CCCCCC1)c1c(O)n(C)c(=O)n(C)c1=O	-4.0%	-1.3%	-1.8%	-1.2%	-0.1%	nt	2.0%	nt	-1.0%	5.2%
C/C(=N\Nc1ccccc1)c1c(O)[nH]c(=O)[nH]c1=O	-3.0%	3.9%	5.4%	9.1%	6.7%	-22.5%	-12.9%	-3.8%	-0.8%	0.7%
O=C1CN(O)C(c2ccccc2)=c2cc(Cl)ccc2=N1	2.8%	nt	?	-0.7%	8.8%	2.0%	-6.2%&-1.7%	11.4%	2.3%	4.6%
O=C1Nc2cc(C(=O)N3CCC4(CC3)OCCO4)ccc2S/C1=C\c1ccccc1	0.1%	3.1%	0.2%	3.4%[9.26 µM]	20.1%	-36.5%	-3.5%	-2.7%	-9.8%	0.0%
O=S(=O)(c1ccc(F)cc1)N1CCCC1c1cccnc1 (centres undefined)	-1.8%	-1.4%	21.2%	0.0%	nt	4.0%	-2.1%	-11.7%	-2.8%	0.7%
NCCc1ccc(OCc2ccccc2)c(OCc2ccccc2)c1	-9.6%	-23.7%	nt	0.6%	nt	-87.5%	nt	7.1%	-6.6%	-0.9%
CCn1nc(-c2ccccc2)nc2c(=O)n(C)c(=O)nc1-2	-31.4%[inhibitor]	nt	0.891µM*	5.5%	?	-90.7%	1.26µM*	-19.1%	-2.0%	?
COc1nc2ccccc2c(=O)n1-c1ccc(Cl)cc1	-3.0%	0.0%	26.1%	-0.4%	-15.6%	-17.0%	-5.1%	0.7%	-1.6%	-0.9%
COc1ccc(OCC(=O)N2CCN(C(C)C)CC2)cc1	-2.7%	6.0%	-34.7%	0.6%	-1.5%	1.5%	-8.9%	-3.4%	-3.4%	4.0%
CCOc1ccc(N)cc1	nt	nt	-4.8%	nt	nt	12.7%	-2.1%	3.5%	nt	nt
CCC(C(=O)NC1CCCCC1)n1c(SCc2cccc(C)c2)nc2ccncc21 (centres undefined)	17.3%	15.4%	?	3.2%	7.7%	0.0%&28.0%	?	?	10.5%	?
CCc1nnc(NC(=O)CSc2ccc(-c3ccco3)nn2)s1	-0.5%	2.5%	?	10.0%	1.5%	11.8%	?	-0.5%	0.4%	15.1µM*
O=C1N(c2nncs2)CCN1[N+](=O)[O-]	1.2%	-6.2%	2.3%	3.9%	4.6%	13.2%	11.1%	-8.4%	-0.4%	1.2%
CC1(O)CCN2C(=O)CCc3cccc1c32 (centres undefined)	-5.4%	-17.5%	nt	-1.2%	nt	1.7%	nt	-4.2%	0.1%	-19.0%
Cc1cc(/C=C2\C(=O)NC(=O)N(C)C2=O)c(C)n1-c1ccc2c(c1)OCO2	-4.2%	11.7%	18.1%	-5.1%	17.7%	0.9%	-14.6%	-1.1%	-4.0%	1.35µM*
CNS(=O)(=O)c1ccc(-c2ccc(C=C3C(=O)NC(=O)NC3=O)o2)cc1	-2.8%	nt	-4.8%	5.3%	?	-2.3%	-13.7%	2.2%	-1.1%	?
Cc1cc(C)cc(N2C(=O)NC(=O)/C(=C\c3cccn3-c3ccccc3)C2=O)c1	-8.1%	-1.5%	-13.6%[10 µM]	-3.8%	nt	-42.2%	?	-13.6%	-3.0%	6.5%
O=C(CN1CCCCC1)c1ccc(OC(F)F)cc1	-0.2%	?	-0.9%	6.6%	5.2%	8.4%	-10.7%	-0.3%	1.1%	5.2%
O=C(O)c1ccc2c(c1)C1C(Cl)C(Sc3ccccc3[N+](=O)[O-])CC1C(c1cccc([N+](=O)[O-])c1)N2 (centres undefined)	2.6%	-10.7%	-9.3%	-3.7%	?	-10.9%	-6.2%	-0.4%	0.6%	-12.1%
O=C(O)c1nonc1-c1nonc1C(=O)O	-5.9%	-15.1%	18.4%	-1.5%	11.0%	11.1%	1.0%	3.4%	2.4%	4.0%
Cc1ccc(-c2ccc(=O)n(CC(=O)N3CCC4(CC3)OCCO4)n2)cc1	-4.2%	-0.1%	11.6%	17.1%	?	-6.7%	7.2%[10 µM]	-0.7%	-2.5%	0.4%

From PubChem

These rows are one share of the data; the hit share may differ from the screen's.
